GPR151 ag = activates the human receptor GPR151; Q8TDV0; PathHunter beta-arrestin GPR151 cells, luminescence; activation, % at 11.2 µM; 1% of 650,000 active; AID 1508602; in the data active = activation above about 4.9%;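 note: 0% = median of compound wells and 100% = cells with positive control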
FBW7 activator = activators of human E3 ligase FBW7; 0.13% of 650,000 active; normalized activity (activation), % at 26.1 µM; Q969H0; AlphaScreen FBW7–phospho-cyclin E peptide binding, activator screen; in the data active = normalized activity above about 1.9%;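 note: purified mutant Fbw7 with reduced substrate affinity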
Target sequence (Q969H0 whole entry, looked up): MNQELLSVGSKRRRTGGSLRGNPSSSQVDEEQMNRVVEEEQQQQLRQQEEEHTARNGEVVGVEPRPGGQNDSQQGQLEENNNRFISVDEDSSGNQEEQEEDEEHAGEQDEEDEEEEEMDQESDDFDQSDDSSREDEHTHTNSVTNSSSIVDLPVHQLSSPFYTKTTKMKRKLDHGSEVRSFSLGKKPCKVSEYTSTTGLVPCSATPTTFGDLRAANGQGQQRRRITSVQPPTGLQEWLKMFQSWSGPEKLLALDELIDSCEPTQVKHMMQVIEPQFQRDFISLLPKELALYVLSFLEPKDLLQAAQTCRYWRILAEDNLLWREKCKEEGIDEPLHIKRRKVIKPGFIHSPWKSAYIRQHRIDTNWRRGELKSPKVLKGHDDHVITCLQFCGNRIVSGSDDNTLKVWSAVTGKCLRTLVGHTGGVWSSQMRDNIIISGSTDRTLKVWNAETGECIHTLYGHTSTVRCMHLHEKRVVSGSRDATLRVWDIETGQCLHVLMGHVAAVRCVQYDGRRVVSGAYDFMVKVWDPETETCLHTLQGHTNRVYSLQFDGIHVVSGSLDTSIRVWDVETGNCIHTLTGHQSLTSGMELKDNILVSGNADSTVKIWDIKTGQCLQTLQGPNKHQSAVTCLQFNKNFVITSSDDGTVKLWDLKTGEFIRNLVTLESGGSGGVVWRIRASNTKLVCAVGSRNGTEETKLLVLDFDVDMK
TEAD-YAP block = TEAD-YAP interaction inhibition; 1.4% of 640,000 active; HEK-TIYL cells, TEAD-Gal4/YAP UAS-luciferase luminescence; inhibition, % at 9.12 µM; in the data active = inhibition above about 32%;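 note: 0% = median of test compound wells and 100% = reference inhibitor wells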
MITF primary = human MITF inhibition, primary screen. inhibition, % at 2.6 µM. AlphaScreen MITF homodimerization, bead proximity signal. 0.91% of 650,000 active; in the data active = inhibition above about 50%;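 note: 0% = vehicle wells with protein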
Numbers without * were called inactive; & = joins results of further samples.

The line under a structure holds: GPR151 ag | FBW7 activator | TEAD-YAP block | MITF primary
COc1cccc(NC(=O)N2CCCC2C(=O)NC23CC4CC(CC(C4)C2)C3)c1 (centres undefined)
    0.7 | -0.1 | -3 | 3
CSCCC(=O)N1CCc2c(cnc(C)c2CNC(=O)c2ccccc2F)C1
    0.4 | 0.0 | 6 | 3
CSc1ccc(NC(=O)CSc2nc3ccccc3[nH]2)cc1
    0.7 | 0.0 | 7 | 3
O=C(CCCc1ccccc1)Nc1nncs1
    -0.6 | 0.0 | -1 | -11
Nc1nc(N)c2nc(-c3ccccc3)c(N)nc2n1
    0.0&1.5&-1.6&1.2 | 0.0&0.2&0.2&0.4 | -8&-1 | 3&19&14&26
N#Cc1ccc(NC(=O)c2ccc(C(=O)Nc3ccc(C#N)cc3)cc2)cc1
    -0.5 | 0.2 | 11 | 20
CCc1cccc(NC(=O)Cn2c(=O)oc3ccccc32)c1
    -1.2 | -0.1 | 1 | -1
CC1CC(C)CN(C(=O)CNC(=O)Cn2cnc3c(c2=O)C2CCCCC2S3)C1 (centres undefined)
    -0.9 | 0.0 | 2 | -2
CC(C)(C)c1cc2c(c(C(C)(C)C)c1)OC(c1cc(Cl)ccc1O)N2 (centres undefined)
    -1.0 | 0.7 | -7 | 12
O=C(CCc1n[nH]c(=O)[nH]c1=O)N/N=C/c1cccc(Br)c1
    0.5 | 0.0 | -4 | -6
O=c1oc2ccccc2c(Nc2cccc(O)c2)c1[N+](=O)[O-]
    0.2 | 0.1 | 1 | 7
CC(NS(=O)(=O)Cc1ccccc1)C1CC2CCC1C2 (centres undefined)
    0.4 | 0.0 | 12 | 5
COc1cccc(OCCCOc2cc(C=O)ccc2OC)c1
    -0.4 | 1.5 | 6 | -15
CC(=O)N1N=C(c2ccc(C)o2)CC1c1cccc([N+](=O)[O-])c1 (centres undefined)
    -0.5 | -0.1 | -3 | 1
CCOC(=O)C1CCCN(Cc2cc(C)ccc2C)C1 (centres undefined)
    0.9 | -0.2 | 1 | 9

Compound profiles, as listed above. Order of values: GPR151 ag	FBW7 activator	TEAD-YAP block	MITF primary
`O=c1oc2ccccc2c(Nc2cccc(O)c2)c1[N+](=O)[O-]` across the screens: 0.2	0.1	1	7
`CC(NS(=O)(=O)Cc1ccccc1)C1CC2CCC1C2` (centres undefined) across the screens: 0.4	0.0	12	5
`N#Cc1ccc(NC(=O)c2ccc(C(=O)Nc3ccc(C#N)cc3)cc2)cc1` across the screens: -0.5	0.2	11	20
`CC1CC(C)CN(C(=O)CNC(=O)Cn2cnc3c(c2=O)C2CCCCC2S3)C1` (centres undefined) across the screens: -0.9	0.0	2	-2
`CCOC(=O)C1CCCN(Cc2cc(C)ccc2C)C1` (centres undefined) across the screens: 0.9	-0.2	1	9

(listing goes on)
The line under a structure holds: GPR151 ag | FBW7 activator | TEAD-YAP block | MITF primary
CS(=O)(=O)N(CC(=O)Nc1ccc(F)c(Cl)c1)c1cc(Cl)ccc1Cl
    0.9 | 0.0 | 8 | -4
CC(/C=N/Nc1nncc(=O)[nH]1)=C\c1ccccc1
    -0.5 | -0.2 | -9 | -18
O=C1NC(=S)NC(=O)C1=Cc1cccn1-c1ccc(Cl)c([N+](=O)[O-])c1
    1.3 | -0.3 | 17 | 8
COC(=O)C1CCCN1C(=O)c1cccs1 (centres undefined)
    1.2 | 0.0 | 7 | -2
Cc1ccc(C(=O)N/N=C\c2ccc(-c3cccc([N+](=O)[O-])c3)o2)cn1
    0.3 | 0.0 | 0 | 5
Cc1ccnc(NS(=O)(=O)c2ccc(NC(=O)c3ccccc3Br)cc2)n1
    1.2 | 0.0 | -9 | -1
CCCCCCNC(=O)c1ccc(N2CC3CC(C2)c2cccc(=O)n2C3)c(NS(=O)(=O)c2ccc(OC)cc2)c1 (centres undefined)
    3.0 | 0.5 | 2 | 18
COc1ccc(-c2cc(-c3ccccc3)c3c(N)c(S(=O)Cc4ccccc4)sc3n2)cc1 (centres undefined)
    0.2 | -0.2 | 5 | -3
COc1cc2ccccc2cc1C(=O)Nc1ccccc1O
    1.5 | 0.0 | -80 | -2
Cc1ccc(S(=O)(=O)N(CCO)CCO)cc1
    1.0 | 0.9 | 1 | 25
O=C(NCc1ccc(F)cc1)c1cccnc1C(=O)O
    1.6 | 0.7 | 9 | 6
O=C(CCNC(=O)/C(=C\c1cccc(Br)c1)NC(=O)c1ccco1)OCc1ccccc1
    -2.3 | 0.2 | 0 | 9
O=C(Nc1cccnc1)c1cc2nc(C3CC3)cc(C(F)(F)F)n2n1
    2.1 | 0.2 | -4 | 8
COc1ccc(-c2c(C#N)c(SCC(=O)Nc3ccc(C)c(C)c3)nc(C)c2C(=O)Nc2ccccc2)cc1OC
    -1.3 | 0.3 | 9 | 18
O=C(NC(=S)NCCCN1CCOCC1)C1CCCCC1
    1.4 | 0.1 | 9 | 10
CCC(Sc1nc2ccc(Br)cc2c2nc3ccccc3n12)C(=O)NCC1CCCO1 (centres undefined)
    0.8 | 0.0 | 2 | -3
Brc1ccc2[nH]c3c(c2c1)CN(Cc1ccccc1)CC3
    2.6 | 0.0 | 0 | 0
CC1CN(c2nc3c(c(=O)n(C)c(=O)n3C)n2C)CC(C)O1 (centres undefined)
    1.6 | 0.0 | 5 | -9
NC(=O)Cn1c(=O)n(Cc2ccco2)c(=O)c2cc(Cl)ccc21
    0.2 | -0.1 | -9 | 3
Fc1ccc(CSc2ncn[nH]2)cc1
    4.2 | 0.0 | -1 | -2
Cc1ccc(CNC(=O)Cn2c(=O)oc3cc(S(=O)(=O)NC4CCCC4)ccc32)cc1
    -0.6 | 1.0 | -3 | 29
COc1cccc(NC(=O)C2CC3CCCN3C23C(=O)N(C)c2ccccc23)c1 (centres undefined)
    0.4 | 0.0 | -6 | 11
CCCC(C)NC(=O)Cc1ccc(OC)c(OC)c1 (centres undefined)
    2.1 | -0.2 | -3 | 4
COc1ccc(C2CC(=O)C3=C(C2)NC(C)=C(C(=O)OC2CCCC2)C3c2ccc(SC)cc2)cc1OC (centres undefined)
    -0.3 | -0.1 | 31 | -16
CN(C)c1ccc(C(=O)Nc2nc(C(C)(C)C)cs2)cc1[N+](=O)[O-]
    1.2 | -0.5 | -15 | -2
O=c1cc(-c2ccccc2)oc2cc(O)c(O)c(O)c12
    -0.9&-0.5&-2.7&0.0 | -0.3&0.0&-0.1 | -18&2 | -17&9&11&11
Cn1c(C(=O)NCc2cccs2)cc2oc3ccccc3c21
    1.1 | -0.2 | 2 | -3
C=CCOc1ccc(/C=C2\C(=O)N(c3cccc(Cl)c3)N=C2C)cc1OC
    0.8 | -0.8 | 9 | -6
O=c1cc(OCc2ccccc2)c2ccccc2o1
    0.5 | 0.0 | -2 | 17
C/C(Cn1nnc([N+](=O)[O-])n1)=N/NC(=O)COc1ccc(Cl)c(C)c1
    0.7 | 0.2 | 0 | 15
Nc1nccc(-c2ccc3nc(C4COc5ccccc5O4)cnc3c2)n1 (centres undefined)
    -0.4 | -0.2 | -9 | -2
CCn1c2ccccc2c2cc(C3N(c4ccccc4)CCN3c3ccccc3)ccc21
    -1.0 | 0.1 | 16 | -1
Cc1ccc2nc(C)cc(NC3CCCCC3)c2c1
    0.2 | 0.0 | 5 | 0
CCN(CC)c1ccc2cc(-c3nnc(Nc4ccccc4OC)s3)c(=O)oc2c1
    1.4 | -0.1 | -9 | -1
COc1ccc2nc(NC(=O)c3noc4c3COc3ccccc3-4)sc2c1
    1.2 | 0.1 | -2 | 6
Nc1ccccc1-c1n[nH]c(=S)[nH]c1=O
    -1.3 | 0.1 | -2 | 14
CC(=O)c1cc(Cl)cc(Cl)c1O
    -0.3 | 0.2 | -4 | 1
CCCCN(C(=O)CNC(=O)c1cccs1)C(C(=O)NC1CCCC1)c1cccs1 (centres undefined)
    0.3 | -0.1 | -9 | 6
Cc1ccccc1Cn1c(C)c(CNCc2ccccc2)c(C(=O)O)c1C
    1.9 | -0.1 | -1 | 7
CC1=C(C(=O)Nc2ccccc2)C(c2cccc(O)c2)NC(=S)N1 (centres undefined)
    0.6 | 0.8 | 5 | 22
COc1ccc(-n2ncc3c(NCCc4c[nH]c5ccccc45)ncnc32)cc1
    0.7 | 0.2 | 13 | 5
NC(=O)C[N+]1(CC#CC(O)(c2ccccc2)c2ccccc2)CCCC1
    2.4 | 0.1 | 8 | -8
O=C(CCNc1cccc2cccnc12)c1ccccc1
    -0.4 | -0.5 | -18 | -2
CC1CC(C)CN(S(=O)(=O)c2ccc(C(=O)Nc3sccc3C(N)=O)cc2)C1 (centres undefined)
    -0.1 | -0.1 | 7 | 2
CCOc1cc(/C=C2/SC(=O)N(C(C)C(=O)OC)C2=O)cc(Cl)c1OC (centres undefined)
    -0.3 | -0.3 | 0 | 1
CCOC(=O)C(=O)Nc1ccccc1C(=O)O
    -1.0 | 0.7 | 2 | 8
Cc1cccc(NC(=O)CCC2CCN(C(=O)CCCN3CCCC3=O)CC2)c1
    0.5 | 0.5 | -3 | 3
Cc1nc2c3ccccc3n3c(CCCC(=O)NCC4CCCO4)nnc3n2n1 (centres undefined)
    -1.1 | 1.0 | 6 | 12
C=CCSc1nnc(C2CCCN(Cc3ccsc3)C2)n1C (centres undefined)
    2.4 | -0.1 | 0 | -12
Cc1ccc(C)c2sc(NC(=O)CN3C(=O)CCC3=O)nc12
    2.0 | -0.1 | 6 | 3
COc1ccc(CN(C2CCCC2)S(=O)(=O)c2ccc(-n3cnnn3)cc2)cc1
    0.6 | -0.2 | 9 | 7
CC(NC(=O)c1ccco1)c1nnc2n1CCN(Cc1cccc3ncccc13)CC2 (centres undefined)
    1.9 | 0.0 | 7 | 4
O=C(N[C@H]1C[C@H]2C(=O)N3CCC[C@H]3C(=O)N2C1)c1ccccc1Cl
    -1.4 | -0.1 | -8 | 15
COc1ccc(-c2noc(-c3nnn(CC(=O)Nc4ccc(C)cc4C)c3N)n2)cc1
    -0.9 | 0.2 | -11 | 13
O=C(NCCOc1ccccc1)c1nn(-c2ccccn2)c2ccccc12
    -0.1 | 0.2 | 0 | -3
Cc1nnc2sc(NC(=O)c3ccccc3F)nn12
    -9.7 | -0.1 | -12 | -17
Cc1onc(-c2ccccc2)c1C(=O)N/N=C/c1ccc(C(=O)O)cc1
    1.8 | 0.1 | 4 | 14
FC(F)(F)c1ccc(Cn2cnc3c(Nc4ccccc4)nc(N4CCN(Cc5ccc6c(c5)OCO6)CC4)nc32)cc1
    2.1 | 0.0 | 12 | 8
CCCc1noc(-c2ccc(CC)cc2)n1
    -1.2 | 0.0 | -13 | -8
CCOc1ccc(C(=O)/C(C)=N\O)cc1
    0.5 | 0.1 | -14 | 23

Next part, overlapping the part above by 3 compounds.
The line under a structure holds: GPR151 ag | FBW7 activator | TEAD-YAP block | MITF primary
FC(F)(F)c1ccc(Cn2cnc3c(Nc4ccccc4)nc(N4CCN(Cc5ccc6c(c5)OCO6)CC4)nc32)cc1
    2.1 | 0.0 | 12 | 8
CCCc1noc(-c2ccc(CC)cc2)n1
    -1.2 | 0.0 | -13 | -8
CCOc1ccc(C(=O)/C(C)=N\O)cc1
    0.5 | 0.1 | -14 | 23
Cc1ccc(Nc2nc(-c3ccccc3F)nc3ccccc23)cc1F
    0.7 | 0.1 | 18 | -11
CCCOc1ccc(/C(O)=C2/C(=O)C(=O)N(CCN(CC)CC)C2c2ccc(C)cc2)c(C)c1 (centres undefined)
    0.8 | -0.2 | 3 | -4
COc1ccc(CCc2nnc(CCC(=O)NCCc3ccccc3)o2)cc1
    3.3 | 0.0 | -3 | 4
CCC(C)NC(=O)c1ccc(N2CC3CC(C2)c2cccc(=O)n2C3)c(NC(=O)c2ccccc2Br)c1 (centres undefined)
    0.5 | 0.3 | -14 | 23
COc1ccc(C2(O)CCN(CC(=O)NC(C)(C)C)CC2)c(OC)c1
    0.0 | -0.1 | 4 | 15
O=C(CSCc1cccc(Cl)c1)Nc1cccnc1
    -1.6 | -0.1 | -18 | -15
CCN(CC)c1nc(NCc2nc3ccccc3[nH]2)nc(Nc2nccc3ccccc23)n1
    -1.5 | 0.1 | -2 | 6
Fc1ccccc1-c1cccc2ccc(N3CCN(c4ncnc5nc[nH]c45)CC3)nc12
    6.3* | -0.1 | -7 | -6
Cc1ccc(-c2noc(CCC(=O)N3CCN(c4cccc(Cl)c4)CC3)n2)cc1
    0.9 | 0.1 | 13 | 11
Cc1cccc(C(=O)OCc2c(C)noc2C)c1C
    2.3 | 0.1 | -3 | 2
COC(=O)Cc1c(C)c2ccc(OC(C)=O)c(C)c2oc1=O
    -0.6 | -0.1 | 3 | -1
COc1ccc(C2C(C(=O)OC3CCCCC3)=C(C)NC3=C2C(=O)CC(c2ccc(Cl)cc2)C3)cc1Br (centres undefined)
    -0.6 | 0.6 | 5 | -6
CCCNC(=O)c1ccc2ccccc2c1
    0.0 | 0.9 | -35 | -3
COc1ccccc1-n1c(=S)sc2c(=O)n(-c3ccccc3)c(SCc3ccncc3)nc21
    1.4 | -0.1 | 6 | 17
COCCNC(=O)c1ccc(-n2c(=S)[nH]c3ccccc3c2=O)cc1
    -1.9 | -0.1 | 2 | 8
CCC1CCCCN1Cc1nc2c(c(=O)n(C)c(=O)n2C)n1CC(N)=O (centres undefined)
    -1.1 | 0.5 | 11 | 20

Compound activity deposited in PubChem by The Scripps Research Institute Molecular Screening Center.
